PrPC surface inh = inhibitors of human cell surface prion protein PrPC, primary screen, cell-based, TR-FRET; Major prion protein (Homo sapiens), P04156; TR-FRET read-out; inhibition, % at 13.8 µM; 370,000 compounds, 0.43% hits; AID 720596, 2013; in the data active means inhibition above about 24%; further: 0% = median of the test wells and 100% = reference compound wells
BioA inh = M. tuberculosis BioA enzyme inhibitors, primary screen, biochemical, plate reader, single point, HTS; purified M. tuberculosis BioA enzyme; inhibition, % at 9.99 µM; 360,000 compounds, 0.096% hits; AID 602481, 2012; in the data active means inhibition above about 40%; inconclusive means no clear call, values can overlap the other calls
Mtb FBA inh = Mtb FBA enzyme inhibitors, primary screen, biochemical, fluorescence, strain H37Rv; purified M. tuberculosis FBA, fluorescence read-out; inhibition, % at 1 µM; AID 588726, 2011; Fructose-bisphosphate aldolase (Mycobacterium tuberculosis (strain ATCC 25618 / H37Rv)), …; 360,000 compounds, 2.3% hits; in the data active means inhibition above about 27%;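 further: 0% = vehicle and 100% = reference inhibitor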
Target sequence (P9WQA3 whole entry, looked up): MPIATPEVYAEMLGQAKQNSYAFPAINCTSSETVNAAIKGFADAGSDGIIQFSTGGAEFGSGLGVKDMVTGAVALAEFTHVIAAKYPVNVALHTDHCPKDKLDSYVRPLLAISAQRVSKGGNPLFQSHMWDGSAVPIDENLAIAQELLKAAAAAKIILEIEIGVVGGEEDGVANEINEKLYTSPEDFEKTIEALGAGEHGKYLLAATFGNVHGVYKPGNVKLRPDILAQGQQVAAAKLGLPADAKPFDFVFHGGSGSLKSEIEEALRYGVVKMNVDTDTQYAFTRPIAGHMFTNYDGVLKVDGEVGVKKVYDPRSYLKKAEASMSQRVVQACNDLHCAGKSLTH
FadD28 binding = inhibitors of FadD28 bisubstrate probe binding, primary screen, biochemical, fluorescence polarization, single point. 360,000 compounds, 0.22% hits. AID 588549, 2011. Mycobacterium tuberculosis FadD28 fatty-acid-AMP ligase. inhibition, % at 12.5 µM; in the data active means inhibition above about 8.5%, passing the limit was not always enough; inconclusive means no clear call, values can overlap the other calls
BoNT-A LC inh2 = BoNT/A light chain protease inhibitors, primary screen, biochemical, flow cytometry, MLPCN library; Botulinum neurotoxin type A light chain protease (Clostridium botulinum A str. ATCC 3502); multiplex microsphere protease substrate cleavage; inhibition, % at 10 µM; 360,000 compounds, 0.17% hits; AID 588499, 2011; in the data active means inhibition above about 30%; inconclusive means no clear call, values can overlap the other calls; further: plate controls were buffer without enzyme for full effect and enzyme alone for no effect
BoNT F protease = BoNT/F light chain protease inhibitors, primary screen, biochemical, flow cytometry, MLPCN library | inhibition, % at 10 µM | Botulinum neurotoxin type F light chain protease (Clostridium botulinum) | Multiplex microsphere protease cleavage assay | 360,000 compounds, 0.22% hits; in the data active means inhibition above about 35%, passing the limit was not always enough; inconclusive means no clear call, values can overlap the other calls; further: plate controls were buffer without enzyme for full effect and enzyme alone for no effect
CCHF vOTU inh = CCHFV vOTU protease inhibitors, primary screen, biochemical, Pep-AMC substrate, fluorescence. Crimean-Congo hemorrhagic fever virus L polyprotein viral ovarian tumor (vOTU) protease …. inhibition, % at 11.5 µM. 370,000 compounds, 0.55% hits. AID 651958, 2012; further: 0% = vehicle wells with enzyme and 100% = no enzyme wells
UGM FP inh = M. tuberculosis UGM enzyme inhibitors, primary screen, biochemical, fluorescence polarization, single point; UDP-galactopyranose mutase (Mycobacterium tuberculosis (strain ATCC 25618 / H37Rv)), …; purified UGM, fluorescence polarization probe displacement; inhibition, % at 10 µM; 320,000 compounds, 0.06% hits; in the data active means inhibition above about 10%, passing the limit was not always enough; inconclusive means no clear call, values can overlap the other calls
Target sequence (P9WIQ1 whole entry, looked up): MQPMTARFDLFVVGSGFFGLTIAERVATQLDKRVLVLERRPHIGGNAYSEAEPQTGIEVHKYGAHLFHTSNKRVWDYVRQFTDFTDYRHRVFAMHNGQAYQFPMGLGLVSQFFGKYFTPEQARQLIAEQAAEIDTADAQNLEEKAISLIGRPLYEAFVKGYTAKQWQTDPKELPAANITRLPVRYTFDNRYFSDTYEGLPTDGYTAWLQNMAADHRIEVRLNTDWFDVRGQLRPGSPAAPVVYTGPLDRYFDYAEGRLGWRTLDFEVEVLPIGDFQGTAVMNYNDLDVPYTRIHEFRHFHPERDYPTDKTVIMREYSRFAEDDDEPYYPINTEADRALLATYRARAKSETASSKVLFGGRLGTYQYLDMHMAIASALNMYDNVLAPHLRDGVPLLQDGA
GDH-TPI counter = GDH-TPI coupling enzyme inhibitors, primary screen, artefact control for M. tuberculosis FBA inhibitor project, biochemical, absorbance, full deck; GDH-TPI coupled enzyme counterscreen, NADH absorbance; inhibition, % at 4.8 µM; 360,000 compounds, 1.2% hits;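 further: 0% = DMSO wells and 100% = wells lacking the enzyme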
The depositor's hits bear a star; ? = inconclusive; / = not tested or not shown; & = joins results of further samples. Unless noted, no stated cut-off is given here; in the data, active means inhibition above about 30%; inactive means the rest.

Molecule	FadD28 binding	BoNT-A LC inh2	BoNT F protease	Mtb FBA inh	CCHF vOTU inh	PrPC surface inh	GDH-TPI counter	UGM FP inh	BioA inh
CCOc1ccccc1C(=O)N(Cc1cccs1)C1CCS(=O)(=O)C1 (stereo not drawn)	-0.3	0.1	1	1	-2	7	-3	1.4	-2.4
Cc1cc(Br)ccc1NC(=O)CN(C)C(=O)CSC(=S)N1CCCC1	0.2	0.1	-13	1	14	11	10	-1.3	-4.7
Cc1ccc(C)c(CC(=O)N2CCCC(c3cc(C(=O)NCc4cccnc4)no3)C2)c1 (stereo not drawn)	-0.6	-0.4	8	-1	-13	8	3	/	0.0
Cc1ccc2nc(C3CCCN(C(=O)NCc4ccccc4)C3)[nH]c2c1 (stereo not drawn)	-2.2	-0.2	-5	3	15	9	1	-0.7	33
COc1ccc(CCNC2=CC(=O)CCC2)cc1OC	-2.4	-0.4	0	1	/	/	/	/	/
CC(C)[C@H](NC(=O)[C@@H]1Cc2c([nH]c3ccccc23)C2c3ccccc3C(=O)N21)C(=O)N1CCC[C@H]1C(=O)O (stereo partly drawn)	-0.6	-0.9	8	4	-2	2	3	/	1.2
CC(C)COc1cccc(C(=O)Nc2ccc(N3CCOCC3)cc2N2CCOCC2)c1	-1.4	-2.2	1	3	-1	3	0	2.3	/
O=C(NCC1CC1)C1(C(F)(F)F)C/C(=C\Cc2ccccc2)CCCO1 (stereo not drawn)	0.4	0.2	1	-2	6	-3	2	2.9	-0.7
Cn1c(CSc2nc3ccc(Br)cc3[nH]2)nc2ccccc21	-3.2	-0.6	6	3	-7	13	6	-1.1	3.2
Cc1onc(-c2ccccc2)c1-c1ccc(S(N)(=O)=O)cc1	-1.8	-1.3	-7	-2	0	1	8	0.2	2.0
COC(=O)CSc1nc(N)c(C#N)c(-c2ccc(O)cc2)c1C#N	-0.1	-1.0	-5	-1	-5	4	30	1.5	0.2
Cc1ccc(C(=O)N/C(=C/c2cccs2)C(=O)NCC2CCCO2)cc1 (stereo not drawn)	0.1	1.0	-3	1	3	0	3	-0.9	/
CCC(NC(=O)Cc1c(C)c2ccc(OC)c(C)c2oc1=O)C(=O)NC(Cc1ccc(Cl)cc1)C(=O)O (stereo not drawn)	-3.0	-0.2	2	143*	-84	-2	20	2.1	0.1
Cc1ccc(OCC(=O)O/N=C(\N)c2ccccn2)cc1C	-0.7	1.0	?	0	-6	8	4	-1.6	0.2
c1ccc2c(N3CCOCC3)nc(-c3ccncc3)nc2c1	-3.5	1.6	-48	-1	13	-9	33*	-0.6	1.7
CC1C2CC(C(CN(C)C)/C2=N/O)C1(C)C (stereo not drawn)	-2.4	0.2	2	1	-10	6	-1	5.5	0.1
COc1cc(-c2nnc(-c3ccc(S(=O)(=O)c4ccccc4)cc3)o2)cc(OC)c1OC	-3.7	0.1	-4	0	14	-8	3	/	-0.6
Cn1c(Cc2cccs2)nnc1SCC(=O)N1CCCc2ccccc21	-2.8	0.6	-15	2	2	-3	6	-2.5	0.0
CCCCc1n(CC(=O)c2ccc(Cl)cc2)c2ccccc2[n+]1C	-0.4	0.9	3	3	-12	9	10	-2.1	-1.4
CC(=O)Oc1ccc(N2C(=O)c3cccc4c([N+](=O)[O-])ccc(c34)C2=O)cc1	-2.3	/	/	0	-12	-8	16	0.4	-1.2
CC(=O)N1CCN(C(=O)c2cc(=O)c3ccccc3o2)CC1	-0.6	-2.3	5	-4	5	-5	5	0.0	-1.9
O=C(Cc1cccs1)NCc1ccccc1	0.5	0.8	-4	0	-2	-8	2	0.9	-1.1
Cc1ccc2nsnc2c1S(=O)(=O)N(Cc1ccco1)Cc1cc2cccc(C)c2[nH]c1=O	-0.8	0.2	-2	0	/	/	-6	2.9	/
CCC(=O)c1ccc(OCC(O)CN2CCN(S(=O)(=O)N3CCCCC3)CC2)cc1 (stereo not drawn)	0.7	0.3	-6	-5	-1	4	0	-0.7	-2.5
O=C(CN1CCCCCC1)Nc1cccc([N+](=O)[O-])c1	-0.4	-0.1	-4	1	-7	-5	-1	0.0	-0.6
CCc1c(C)nc2cc(-c3cccc(Br)c3)[nH]n2c1=O	0.5	-3.3	0	8	-4	1	15	0.3	-1.3
CCCOC(=O)c1ccc(O)c(OC)c1	-0.7	-0.6	3	-1	14	0	1	-2.8	2.6
Cn1c(-c2ccccc2)cnc1NCc1ccc(-c2ccccc2)cc1	-1.3	/	/	3	-5	-1	4	-0.8	0.1
O=C(CCc1nnc(-c2ccccc2)o1)NCc1cc(F)ccc1F	-2.5	-1.7	5	0	8	-2	-3	1.9	/
CCC1SC2=NCCN2C1(O)c1ccc(Cl)cc1 (stereo not drawn)	-1.0	-0.3	-1	2	-11	2	-8	-2.2	/
O=C(Cc1ccc(-n2c(=O)c3sccc3n(CC(=O)Nc3ccccc3)c2=O)cc1)NCc1ccco1	0.4	-0.4	4	1	14	1	6	-1.3	0.0
COc1ccc(CCNc2ncnc3c2[nH]c2cc(OC)c(OC)cc23)cc1OC	-2.8	/	/	68*	-13	10	23	0.6	2.2
COc1cc(C(=O)NCCCNC(=O)c2cc(OC)c(OC)c(OC)c2)cc(OC)c1OC	0.6	-1.6	?	1	-9	2	8	-0.8	-1.2
c1ccc(CSc2nc3ncncc3[nH]2)cc1	-3.3	-0.1	8	1	2	-6	-1	-0.3	/
Cc1cccc(-c2nc(CS(=O)CC(=O)N3CCN(C)CC3)c(C)o2)c1 (stereo not drawn)	1.7	-1.1	-8	3	-7	3	-8	-4.0	-0.2
CCCCOC(=O)C1=C(C)Nc2ncnn2C1c1cccc(OC)c1OC (stereo not drawn)	0.8	5.0	11	2	6	7	3	1.6	1.4
CCOC(=O)/C=C/C(=O)Nc1nccs1	-2.2	0.5	1	-2	7	-2	15	-1.4	0.2
Cn1c(N)c(S(=O)(=O)NCc2ccc(Cl)cc2)c(=O)n(C)c1=O	-4.0	0.3	1	-1	-1	0	-5	3.7	/
Cc1ccc(C(=O)Cc2ccccc2)c(O)c1	-2.2	-0.2	-2	-1	18	0	-1	/	-1.2
NS(=O)(=O)c1ccc(NC(=S)NCc2ccccc2)cc1	0.7	-0.2	-1	-1	5	-6	2	-1.3	0.1
Cc1cccc(N2CCN(Cc3c(C)n(C)n(-c4ccccc4)c3=O)CC2)c1C	-4.3	0.1	-9	-1	-4	-10	1	3.5	-0.1
Cn1ccnc1SCC(=O)n1c2c(c3ccccc31)CCCC2	-3.1	-0.1	2	0	12	1	13	2.3	1.6
Cc1cccc(NC(=O)NC(C)C(c2cccs2)N2CCOCC2)c1 (stereo not drawn)	0.6	-0.5	-12	-2	-5	-7	-6	-1.8	-0.6
O=[N+]([O-])c1cc(S(=O)(=O)C(F)(F)F)ccc1Sc1nc2ccccc2s1	-0.1	-0.5	2	-2	2	5	4	-1.9	0.1
Cc1nc2ccc3[nH]snc3c2n1	-1.4	0.0	2	0	7	-24	3	5.5	0.1
CC(CCc1ccccc1)NC(=O)CCC(=O)N1CCC(C(=O)O)CC1 (stereo not drawn)	-0.9	5.7	-13	1	-7	6	-3	-1.7	-1.0
Cc1ccc(NC(=O)/C(=C/c2cccs2)NC(=O)c2ccco2)cc1	-1.1	-1.3	-15	0	-10	-12	18	-2.3	/
O=C(O)Cn1cc(CN2CCOCC2)c2ccccc21	-0.9	-0.7	?	1	-14	-3	0	-0.5	-1.1

Pulled by structure from the list above:
Molecule	FadD28 binding	BoNT-A LC inh2	BoNT F protease	Mtb FBA inh	CCHF vOTU inh	PrPC surface inh	GDH-TPI counter	UGM FP inh	BioA inh
Cc1ccc(NC(=O)/C(=C/c2cccs2)NC(=O)c2ccco2)cc1	-1.1	-1.3	-15	0	-10	-12	18	-2.3	/
O=C(O)Cn1cc(CN2CCOCC2)c2ccccc21	-0.9	-0.7	?	1	-14	-3	0	-0.5	-1.1
O=[N+]([O-])c1cc(S(=O)(=O)C(F)(F)F)ccc1Sc1nc2ccccc2s1	-0.1	-0.5	2	-2	2	5	4	-1.9	0.1

Following part:
Molecule	FadD28 binding	BoNT-A LC inh2	BoNT F protease	Mtb FBA inh	CCHF vOTU inh	PrPC surface inh	GDH-TPI counter	UGM FP inh	BioA inh
COc1ccc(-n2nnnc2CNC(=O)c2ccc3c(c2)OCO3)cc1	-3.9	-4.7	-12	1	12	7	-5	3.2	2.4
CCOc1ccc2nc(SCc3cccc(C)c3)nc(C)c2c1	-0.2	0.3	-23	3	-2	8	1	1.6	/
CC(=O)c1ccc(OCC(O)CN2CCN(Cc3ccc4c(c3)OCO4)CC2)cc1 (stereo not drawn)	0.0&-2.6	-0.2&-0.4	-1&4	0&-1	12&-3	5&1	4&5	0.3	0.0&-1.4
O=C1N=C(N2CCOCC2)S/C1=C/c1cccs1	-0.9	0.8	7	-2	1	-11	34*	-1.8	2.4
COc1ccc(C2CC(=O)c3cnc(NC(=O)c4cc(OC)cc(OC)c4)nc3C2)cc1 (stereo not drawn)	-14	-0.7	10	1	15	0	-2	3.9	-0.5
CC(C)CCN1CCN(Cc2cc(F)ccc2-n2cccn2)CC1CCO (stereo not drawn)	1.0	0.1	-3	0	-3	-12	-1	-0.9	/
Cc1ccc(S(=O)(=O)N2CCOCC2)cc1NC(=O)COC(=O)c1ccc(Br)cc1	-1.5	0.1	-10	2	4	3	-3	-2.3	-1.9
CC(=O)C1=C(O)C(=O)N(c2ccc(F)cc2)C1c1ccc(C)cc1 (stereo not drawn)	-4.9	0.1	4	-2	2	12	14	0.6	-0.4
Cc1cc(-c2ccc(S(=O)(=O)N3CCN(c4ccccc4F)CC3)s2)on1	-0.8	11	17	0	22	-8	-1	1.3	0.7
COCCNC(=O)C1(C)CCCN(Cc2c(C)nn(-c3ccccc3)c2C)C1 (stereo not drawn)	-1.4	-0.4	-10	4	-4	1	6	/	2.4
Cc1cccn2c(=O)c(/C=C(\C#N)C(=O)NC3CCS(=O)(=O)C3)c(Oc3ccc(F)cc3)nc12 (stereo not drawn)	-4.7	0.6	13	32*	-4	4	-3	-0.3	5.9
COc1ccc(N(C(=O)c2ccc(S(=O)(=O)N3CCOCC3)cc2)C2C=CS(=O)(=O)C2)cc1 (stereo not drawn)	-0.8	-1.3	-6	0	14	-3	6	-4.5	0.1
Cc1cc(Cl)cc(Cl)c1OCCOc1cccc2cccnc12	0.0	-0.1	-11	7	13	3	-1	-0.2	/
Oc1ccc2c(ccc3[nH]cnc32)c1	0.5	-7.8	-42	3	10	5	2	0.5	/
CN(C)c1cnn(-c2ccccc2)c(=O)c1Cl	-2.5	-0.4	0	-1	5	6	3	-1.6	/
Cc1cc(C)c(S(=O)(=O)N(CC(=O)O)C2CCCCC2)c(C)c1	-4.8	1.1	?	1	-2	5	-7	0.4	0.7
COc1ccc(Cl)cc1C(=O)NNC(=O)c1csc(N2CCOCC2)n1	-4.3	-6.3	?	-1	2	-2	4	-3.6	/
O=S(=O)(NC1CCCCC1N1CCN(c2ccccc2F)CC1)c1ccccc1 (stereo not drawn)	0.1	0.0	-4	1	4	-3	-5	1.4	-0.9
COc1ccccc1N1Cc2ccc(OC)c(OC)c2C1=O	0.1	1.0	-16	5	-2	-2	8	-0.8	-0.8

High-throughput results: PubChem, several laboratories
